# Screens (PubChem BioAssay)
# MEP2 TOR yeast = alters MEP2-GFP fluorescence in TOR pathway yeast screen; S. cerevisiae MEP2-GFP strain, flow cytometry GFP, 3 h; 100% = DMSO control level; GFP response vs DMSO, % at 10 µM; actives 0.51% (n = 330,000); AID 2016;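 active = GFP response versus DMSO above a set limit, roughly screen mean plus 3 SD, cut at about 180% in these data; inconclusive = fewer than 70 cells counted for a yeast strain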;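 note: median GFP fluorescence of the barcode-gated MEP2-GFP cells per well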
# RPL19A TOR yeast = yeast TOR pathway RPL19A-GFP modulation | S. cerevisiae RPL19A-GFP strain, flow cytometry, 3 h; active compounds read low | percent response vs DMSO, % at 10 µM | actives 0.3% (n = 330,000) | AID 2025;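 active = percent response vs DMSO below 50%; inconclusive = fewer than 70 events counted for the yeast strain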;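 note: median channel GFP fluorescence of the barcoded RPL19A-GFP strain; ratio of sample median GFP to plate DMSO average so 100% = DMSO; lower means less RPL19A-GFP as with rapamycin TOR inhibition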
# procasp3 activ = activates human procaspase-3. P42574. recombinant procaspase-3 D3A, Ac-DEVD-pNA absorbance 405 nm. activation, % at 8.5 µM. actives 0.11% (n = 330,000). AID 463141;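 active = activation above the mean of all tested compounds plus 3 SD, cut at about 21% in these data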;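 note: 0% = DMSO alone and 100% = DMSO wells spiked with extra 5 µM PC-3 D3A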
#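 material = Procaspase-3 D3A mutant | probe or stimulus = Ac-DEVD-pNA | compound = single dose, 8.5 µM nominal compound, 0.8% DMSO | timing = 1 h preincubation, 2 h reaction | measured by = 405 nm absorbance of p-nitroaniline, reads at 0 and 120 min | benchmarks = DMSO-only low control, 5 µM PC-3 D3A high control | repeats = singlicate, each compound tested once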
# AHR activator = human AHR activation | P35869 | AID 2796 | activation, % at 5 µM | AHR-responsive luciferase reporter cells, luminescence | actives 2.5% (n = 320,000); in the data active = activation above about 47%;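 note: 0% = vehicle wells and 100% = reference agonist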
# ZTA DNA inh = counter-screen for EBNA-1 inhibitors: inhibitors of Epstein-Barr virus ZTA | inhibition, % at 11 µM | actives 0.15% (n = 320,000) | ZTA-DNA binding, fluorescence polarization | P03206; in the data active = inhibition above about 33%
# LAP4 TOR yeast = modulators of TOR pathway LAP4-GFP in S. cerevisiae; S. cerevisiae LAP4-GFP multiplex, flow cytometry GFP, 3 h; median GFP as percent of DMSO wells; AID 2023; GFP response vs DMSO, % at 10 µM; actives 0.34% (n = 320,000);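 active = GFP response vs DMSO above a set limit, about the screen mean plus 3 SD, cut at about 150% in these data; inconclusive = under 70 cell events counted for the yeast strain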
# proCasp7 act = counter-screen: procaspase-7 (human) activation; recombinant procaspase-7, Ac-DEVD-pNA absorbance 405 nm; D23A/D198A/D206A triple mutant, cannot self-cleave; scale: DMSO 0, 5 µM enzyme 100; actives 0.093% (n = 330,000); AID 463210; activation, % at 8.5 µM; P55210;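 active = percent activation above the screen-wide mean plus 3 SD, cut at about 25% in these data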
#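 signal = Epi-absorbance of released pNA at 405 nm, two timepoints | assay system = Uncleavable procaspase-7 mutant enzyme | reagent = Ac-DEVD-pNA substrate, 400 µM as added | times = 1 h enzyme–compound preincubation and 2 h substrate reaction, both 25 °C | benchmarks = low DMSO alone, high DMSO plus 5 µM PC-7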
# EBNA-1 inh = blocks EBNA-1 binding to DNA; EBNA-1 DNA binding, fluorescence polarization; inhibition, % at 14.8 µM; actives 0.34% (n = 300,000); AID 1950; in the data active = inhibition above about 28%
# Starred values were filed as active, the others as inactive; ? = inconclusive; . = not tested or not shown. An unsorted share of the library; any-hit rate near 3.8%.
SMILES,MEP2 TOR yeast,RPL19A TOR yeast,procasp3 activ,AHR activator,ZTA DNA inh,LAP4 TOR yeast,proCasp7 act,EBNA-1 inh
CC(=O)Nc1cccc(NC(=O)Cc2nc(-c3ccccc3)sc2-c2ccc(C)cc2)c1,101,101,-1,13,5,92,-4,-2
NS(=O)(=O)c1cc(C(=O)OCC(=O)Nc2ccccc2[N+](=O)[O-])ccc1Cl,93,106,-1,9,1,94,7,9
Cn1cc(S(=O)(=O)Nc2ccc(Br)cc2F)c(=O)n(C)c1=O,98,95,-3,1,-10,97,7,-3
S=C(NCCC(c1ccccc1)c1ccccc1)Nc1ccccc1Cl,101,.,3,2,11,98,-1,7
COc1c(C(=O)Nc2c(C)n(C)n(-c3ccccc3)c2=O)ccc2ccccc12,94,96,6,22,3,102,6,2
CCn1c(SCC(=O)NNC(=O)c2ccc(C)cc2)nnc1C1CC1,112,99,-3,-1,-6,97,5,-11
CCOc1ccc(S(=O)(=O)NCc2ccccn2)cc1NC(=O)c1ccccc1F,107,111,2,5,0,103,-1,14
Cc1ccc(-n2nc3c(c2NC(=O)CC(C)C)CS(=O)C3)cc1 (stereo unspecified),104,102,6,4,13,101,2,6
CC(=O)Nc1ccc(NS(=O)(=O)c2cc(-c3cnc(C4CC4)o3)ccc2C)cc1,115,103,6,8,-18,87,4,-7
CC(=O)Nc1ccc(Nc2ccc([N+](=O)[O-])cn2)cc1,104,103,0,6,-7,87,-7,-12
CCCc1c(O)nc(SCCN(CC)CC)[nH]c1=O,99,97,9,-2,4,106,5,-1
CCOc1ncccc1C(=O)OCC(=O)Nc1cc(C(C)(C)C)ccc1OC,97,96,1,0,.,96,6,.
CN(c1ccccc1)S(=O)(=O)c1ccc(C(=O)Nc2nnc(C3CC3)o2)cc1,106,101,8,7,15,93,-1,-3
COc1ccccc1-c1cc(C(F)(F)F)nc(N2CCOCC2)n1,92,89,6,29,8,.,1,6
Cc1cccc(C)c1Nc1c(-c2ccc(N3CCOCC3)cc2)nc2cnccn12,99,98,-2,17,-2,102,-5,1
Cc1ccccc1OCC(=O)Nc1ccc(Cc2ccncc2)cc1,93,96,2,-4,2,88,-1,12
COc1ccc(-c2[nH]ncc2CN(C)C(C)c2ccncn2)c(F)c1 (stereo unspecified),91,94,8,1,19,104,9,8
O=C(CSc1ccc2c(c1)OCCO2)NCc1ccccc1,94,100,10,4,12,99,9,-8
O=C(NNC(=O)C12CC3CC(CC(O)(C3)C1)C2)c1ccccc1O,104,105,3,2,-3,92,-2,3
O=C(Nc1cc(C(F)(F)F)ccc1N1CCOCC1)c1cnccn1,93,73,-3,3,-10,82,-8,-4
Cc1ccc(OCC(=O)NNC(=O)c2ccc3c(=O)n4c(nc3c2)CCC4)cc1,108,102,3,12,-3,100,3,-6
CCOC(=O)c1c(C)c2c(n1C)CCC/C2=N\O,94,90,11,41,-3,?,-2,6
CC(=O)Nc1ccc(C(=O)OC2CCOC2=O)cc1 (stereo unspecified),95,86,11,1,14,.,-2,-3
O=C(NCCN1C(=O)CSC1=O)C1CC(=O)N(c2ccccc2)C1 (stereo unspecified),96,95,7,-1,17,93,9,0
Cc1cc(F)ccc1NC(=O)CCCN(C)S(=O)(=O)c1ccc(F)cc1,104,95,5,3,-3,102,-3,3
CC(C)(C)OC(=O)C[C@@H]1C/C=C\C[C@H](CC(=O)N[C@@H](CO)Cc2ccccc2)C(=O)N[C@H](Cc2ccccc2)COC1=O,89,91,4,0,.,83,5,.
O=C(Nc1cnccn1)c1ccc(Cl)cc1,114,105,4,0,2,96,5,-10
Cc1ccccc1C(=O)Nc1ccc2c(c1)nc(CCNC(=O)c1ccco1)n2C,112,102,8,0,-5,96,-2,-15
Cc1ccc(OCCNC(=O)c2ccc(C)o2)cc1,106,97,-1,0,8,98,8,.
CCOC(=O)c1c(S(=O)(=O)N2CCCC(C)C2)c(C)n(C)c1C (stereo unspecified),98,95,-6,1,-17,92,9,1
Cc1ccccc1-c1nc2sc(-c3ccccc3)cc2c(=O)o1,107,100,4,1,-15,103,12,-8
O=C(c1ccc(Oc2cc(Cl)cc(Cl)c2)o1)N1CCCCC1,95,97,-7,-1,-8,107,2,-3
COCCNC(=O)CS(=O)Cc1nc(-c2ccc(OC)cc2)oc1C (stereo unspecified),103,106,1,10,2,106,-13,0
CC(C)Cc1nc(Nc2ccccc2C#N)c2nnn(Cc3ccccc3)c2n1,117,108,6,2,-20,88,-6,-19
COc1ccc2c(CC(=O)NCc3ccc4c(c3)OCO4)coc2c1,103,93,2,10,-15,105,9,-8
CC(C)(C)OC(=O)NOCC(=O)N(CC(=O)c1ccccc1)Cc1ccccc1,102,97,8,5,-6,95,6,-13
Cc1nnc(SCC(=O)Nc2cccc(S(N)(=O)=O)c2)n1-c1ccccc1,97,92,5,0,8,97,4,-4
CCCCN1C(=N)N([C@@H](C)CN2CCC[C@H]2CN2C(N)=NC[C@H]2C(C)C)C[C@H]1[C@H](C)CC,86,86,0,-1,.,84,3,.
CCOC(=O)c1oc2ccccc2c1CSc1nnnn1-c1ccc(C)cc1,91,91,-4,0,8,92,-1,1
CCCCOc1ccccc1NC(=O)C=C(C)C,103,99,-7,7,-6,103,-1,15
COc1ccccc1-n1cnnc1SC(C)C(=O)Nc1cccc([N+](=O)[O-])c1 (stereo unspecified),99,108,8,1,2,106,0,4
Cc1[nH]nc2c1C(=O)CC(C)(C)C2,108,101,8,3,2,104,3,-5
COc1ccc(C2/C(=C(/O)c3ccc(S(=O)(=O)N4CCOCC4)cc3)C(=O)C(=O)N2CCN2CCOCC2)cc1 (stereo unspecified),104,101,-13,1,-13,98,-3,0
Cc1ccc(CNC(=O)NCc2ccccc2)cc1,118,104,-1,3,-21,101,8,-9
Cc1ccc(NC(=O)c2ccccc2N2C(=O)C3C4C=CC(C5CC45)C3C2=O)cc1C (stereo unspecified),102,109,2,5,-17,101,3,9
Cc1cccc(OCCCC(=O)Nc2nnc(C3CCCO3)s2)c1C (stereo unspecified),103,108,1,-1,6,99,6,9
CC(=O)c1cnc(SCCN2C(=O)c3ccccc3C2=O)nc1C,115,98,-6,-1,-3,100,5,2
CN(C)CCCn1c(SCC(=O)N2CC(=O)Nc3ccccc32)nc2ccccc2c1=O,122,101,-10,-1,5,109,-3,2
Cc1c(Cl)c([N+](=O)[O-])nn1CC(=O)NCC1CCCO1 (stereo unspecified),92,95,-1,1,-4,90,8,4
Cc1cccc(CN2CCN(C(=S)Nc3ccccc3)CC2)c1,109,95,-5,-1,3,123,3,6
COCCN1CCN(C(=O)C2CCC(=O)N(Cc3ccccc3F)C2)CC1 (stereo unspecified),93,99,8,4,-4,93,7,5
CC(C)c1nnc(NC(=O)CCC(=O)N2CCN(Cc3ccc(F)cc3)CC2)s1,99,94,-3,-1,-8,105,6,-11
O=C(Cn1cnc2ccccc2c1=O)NCCC(=O)Nc1ccc2c(c1)OCO2,114,113,7,1,-7,107,3,-9
CCOc1ccc(C(=O)NCC2(c3ccccc3)CCOCC2)cc1,118,108,7,5,-1,106,6,5
CC(=O)NC(Cc1ccccc1)C(=O)NC1CCN(c2ncccc2[N+](=O)[O-])CC1 (stereo unspecified),103,102,9,-2,4,96,-5,-10
COC(=O)[C@]1(Cc2ccccc2)N[C@H](CN(C)C(=O)Nc2ccccc2)[C@@H]2C(=O)N(C)C(=O)[C@@H]21,92,96,1,2,.,93,4,.
Cc1onc(-c2ccccc2Cl)c1C(=O)NCc1nc(-c2ccc(C(F)(F)F)cc2)no1,105,99,7,3,2,97,-5,-8
COc1cc(/C=N/N=C2/NC(=O)C(CC(=O)O)S2)ccc1OCc1cccc(Cl)c1 (stereo unspecified),101,95,-2,3,0,104,-1,8
CCOc1ccc(-n2c(SCC(=O)Nc3cc(C)on3)nc3c(c2=O)SCC3)cc1,108,100,-3,-1,-1,94,6,-4
COc1ccccc1N1CC(C(=O)Nc2nnc(SCC(=O)N3CCCC3)s2)CC1=O (stereo unspecified),102,99,2,-1,-10,110,-4,0
# Continuation:
SMILES,MEP2 TOR yeast,RPL19A TOR yeast,procasp3 activ,AHR activator,ZTA DNA inh,LAP4 TOR yeast,proCasp7 act,EBNA-1 inh
CCOc1ccc2c(c1)OC(c1ccc(OC)cc1)(C(F)(F)F)NC2=O (stereo unspecified),94,94,7,7,5,94,5,-4
Cc1nn2c3ccccc3nc2c2ccccc12,88,93,0,59*,-8,89,-2,-8
NC(=O)CNC(=O)c1ccc(Cl)cc1,96,99,-5,1,3,89,4,-8
COc1ccc(C(=O)N2CCC(C(=O)Nc3ccc(OC)c(OC)c3)CC2)cc1,106,99,1,3,-17,101,2,9
CCOC(=O)c1cc2sccc2n1CC(=O)Nc1ccc(OC)c(OC)c1,107,108,1,3,-2,105,-3,5
CCOc1ccccc1C(=O)NC(C(=O)Nc1cccc(S(N)(=O)=O)c1)C(C)C (stereo unspecified),117,102,0,9,13,112,6,5
CCC1CCCCN1CCCNC(=O)Cn1ncc2c(C)n(Cc3ccccc3Cl)c(C)c2c1=O (stereo unspecified),105,96,5,2,-12,101,-3,-4
Clc1cccc(-c2ccc(CNCCCN3CCOCC3)o2)c1,104,109,0,4,6,93,-1,-6
CC(=O)c1ccn(S(=O)(=O)c2ccccc2)c1,103,100,-1,0,-14,90,2,-12
COc1ccc(NC(=O)C2C3C=CC(C3)C2C(=O)O)cc1 (stereo unspecified),95,102,8,1,11,102,6,-4
O=c1[nH]nc(Cc2ccc([N+](=O)[O-])cc2)c2ccccc12,94,98,5,1,14,96,5,6
Cc1nn(-c2ccccc2)c(C)c1/C=N/NC(=O)c1cccs1,97,101,-3,-7,-20,97,-8,10
COc1cccc(NC(=S)N(CCc2nc3cc(C)c(C)cc3[nH]2)Cc2cccnc2)c1,102,96,-1,15,0,102,-11,3
N#Cc1ccccc1NC(=S)NC(=O)c1cccs1,101,100,-3,20,11,98,-8,0
Cc1ccccc1-c1nc2cc(NC(=O)C3CC3)ccc2o1,101,99,-1,-7,19,108,-2,-9
CC(Oc1ccc(Br)cc1)C(=O)NCC1(N2CCCCC2)CCCCC1 (stereo unspecified),94,92,-1,1,-17,87,10,.
O=c1nc(SCc2c(F)cccc2Cl)nc(-c2ccc(Cl)cc2)[nH]1,103,102,5,-3,5,113,3,5
O=C(OCCN1CCOCC1)c1ccc(O)cc1,103,102,3,4,-2,91,-8,5
